# Source: PubChem BioAssay (several laboratories)
# PPARg SRC-2 ag: agonists of SRC-2 recruitment by human PPARgamma; P37231; PPARgamma LBD-SRC-2 recruitment, biochemical; activation, % at 8 µM; actives 0.34% (n = 200,000); AID 1032; in the data active = activation above about 22%;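 also: 0% = vehicle and 100% = reference agonist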
# S1P3 antag: antagonists of human S1P3 receptor. actives 0.27% (n = 170,000). inhibition, % at 4.98 µM. AID 485. Q99500. CHO S1P3 NFAT-BLA reporter, FRET fluorescence, antagonist mode;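 active = inhibition above the plate cutoff, the mean inhibition of test wells on that plate plus 3 SD, cut at about 28% in these data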;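 also: cells challenged with S1P at its EC80 of 0.8 µM; blue over green emission ratio from cleaved BLA substrate after 4 h stimulation; 0% = S1P-stimulated wells and 100% = unstimulated DMSO-only wells; some compounds past the cut are filed as inactive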
# STAT1 blocker: reduces IFN-gamma driven STAT1 reporter signal; actives 0.35% (n = 200,000); NIH 3T3 STAT1-luciferase reporter, luminescence; inhibition, % at 5.5 µM;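 active = inhibition above a set limit, the mean inhibition across all tested compounds plus 3 SD, cut at about 34% in these data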;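 also: 0% = IFN-gamma with DMSO and 100% = IFN-gamma with 300 µM nifuroxazide; values of inactives mirror those of a sister screen read the other way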
# RAM inhibit: blocks the yeast RAM network. S. cerevisiae dse1pr::URA3 reporter, 5-FOA growth OD615, 2 d; analog-sensitive cbk1-as2 kinase mutant strain. actives 1.8% (n = 190,000). inhibition, % at 50 µM;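 active = inhibition above a set limit, 3 SD over mean compound inhibition, cut at about 8.4% in these data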;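 also: 0% = DMSO-only wells with no growth and 100% = 10 µM 1-NA-PP1 full growth; inhibition rescues growth on 5-FOA so higher OD means more RAM inhibition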
# STAT3 act: increases IL-6 driven STAT3 reporter signal | U3A cells, IL-6 STAT3-luciferase reporter, luminescence; 100% = signal with IL-6 EC80 alone | activation (% of control), % at 5.6 µM | actives 0.91% (n = 190,000);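 active = activation above the screen-wide mean of compound activation plus 3 SD, cut at about 130% in these data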;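 also: 0% = background luminescence of wells with medium and substrate only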
#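 Assay system – human STAT1-deficient U3A cells with stable STAT3-luciferase reporter · Also added – IL-6 (33 ng/mL) · Schedule – compound 1 h, then IL-6 6 h at 37 °C · Technique – reporter luminescence signal · Evaluation – % activation versus median of IL-6-stimulated wells · Benchmarks – IL-6-only wells as 100% reference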
# TR-FRET SRC-2 ct: flags TR-FRET format artefacts in PPARgamma SRC-2 recruitment agonist screen; TR-FRET artefact counter-screen; active compounds read high; AID 1049; actives 0.4% (n = 200,000); TR-FRET ratio at 8 µM; in the data active = TR-FRET ratio above about 2000; also: inactives centre near 1500
# ROMK mod: modulators of human ROMK potassium channel; actives 2% (n = 130,000); P48048; B-score at 10 µM; AID 1918; Tet-inducible ROMK, thallium flux fluorescence; actives lie on both sides;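 active = signal ratio slope over the read window, or its plate-corrected B-score, at least 3 SD from the plate mean, either direction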;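 also: B-score of the F/F0 ratio slope over 7 to 12 s after thallium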
# PPARg SRC-3 ag: PPARgamma-driven SRC-3 recruitment agonism; biochemical PPARgamma/SRC-3 coactivator recruitment assay; activation, % at 8 µM; actives 0.26% (n = 200,000); in the data active = activation above about 23%;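 also: 0% = DMSO and 100% = reference agonist; some compounds past the cut are filed as inactive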
# STAT3 inh: STAT3 signaling inhibition; U3A cells, IL-6 STAT3-luciferase reporter, luminescence; host cell line lacks STAT1; inhibition, % at 5.5 µM; actives 0.89% (n = 190,000);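 active = inhibition above the mean inhibition across all screened compounds plus 3 SD, cut at about 44% in these data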;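 also: 0% = DMSO only wells and 100% = 100 µM nifuroxazide control wells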
# TLR4 MyD88 comp: inhibitors of human TLR4-MyD88 binding | O00206+Q99836 | HeLa CL3-4 TLR4/MyD88 BLA complementation, FRET ratio | inhibition, % at 8.4 µM | actives 0.18% (n = 200,000) | AID 861; in the data active = inhibition above about 25%;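 also: 0% = vehicle and 100% = reference inhibitor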
# Target sequence (O00206 whole entry, looked up): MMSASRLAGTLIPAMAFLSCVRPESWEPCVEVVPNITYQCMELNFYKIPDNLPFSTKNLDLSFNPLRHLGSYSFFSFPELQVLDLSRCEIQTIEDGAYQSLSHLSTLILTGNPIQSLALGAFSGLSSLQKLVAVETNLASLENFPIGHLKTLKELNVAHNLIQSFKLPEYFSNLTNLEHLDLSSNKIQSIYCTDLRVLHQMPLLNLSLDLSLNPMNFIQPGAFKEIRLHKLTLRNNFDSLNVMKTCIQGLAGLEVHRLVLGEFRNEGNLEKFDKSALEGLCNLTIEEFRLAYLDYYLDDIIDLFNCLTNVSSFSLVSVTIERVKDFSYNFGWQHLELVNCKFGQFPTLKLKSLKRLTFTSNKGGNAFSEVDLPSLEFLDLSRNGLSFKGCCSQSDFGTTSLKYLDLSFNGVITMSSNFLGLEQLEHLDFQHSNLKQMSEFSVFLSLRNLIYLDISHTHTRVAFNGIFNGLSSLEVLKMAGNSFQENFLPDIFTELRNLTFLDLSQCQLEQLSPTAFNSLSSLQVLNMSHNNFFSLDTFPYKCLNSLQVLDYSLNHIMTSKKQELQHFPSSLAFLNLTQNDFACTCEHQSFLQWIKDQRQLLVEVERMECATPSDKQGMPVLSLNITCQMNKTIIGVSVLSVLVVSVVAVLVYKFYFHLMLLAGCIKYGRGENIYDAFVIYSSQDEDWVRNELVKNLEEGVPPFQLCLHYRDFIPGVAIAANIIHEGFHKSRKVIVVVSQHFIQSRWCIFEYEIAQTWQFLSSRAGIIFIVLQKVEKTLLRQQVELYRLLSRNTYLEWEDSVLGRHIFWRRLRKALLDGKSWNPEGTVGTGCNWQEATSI
# Target sequence (Q99836 whole entry, looked up): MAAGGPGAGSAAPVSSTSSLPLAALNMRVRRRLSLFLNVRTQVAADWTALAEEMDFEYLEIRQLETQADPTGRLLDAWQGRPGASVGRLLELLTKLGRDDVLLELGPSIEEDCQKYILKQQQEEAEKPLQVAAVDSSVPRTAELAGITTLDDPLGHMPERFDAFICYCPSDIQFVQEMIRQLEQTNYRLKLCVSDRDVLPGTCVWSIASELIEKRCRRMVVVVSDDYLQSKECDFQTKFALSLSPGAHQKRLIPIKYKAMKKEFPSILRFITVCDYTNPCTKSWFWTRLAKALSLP
# PPARg SRC-1 ag: PPARgamma-driven SRC-1 recruitment agonism | P37231 | PPARgamma-SRC-1 coactivator recruitment biochemical assay | activation, % at 8 µM | actives 0.41% (n = 200,000) | AID 631; in the data active = activation above about 19%;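 also: 0% = DMSO and 100% = reference agonist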
# * hit, by the source's call; nt = no result given.
structure	PPARg SRC-2 ag	S1P3 antag	STAT1 blocker	RAM inhibit	STAT3 act	TR-FRET SRC-2 ct	ROMK mod	PPARg SRC-3 ag	STAT3 inh	TLR4 MyD88 comp	PPARg SRC-1 ag
COc1ccc(NC(=O)CC2C(=O)N(c3ccc(OC)cc3)C(=O)N2C(C)C)cc1 (configuration not stated)	1	nt	-6	-0.3	104	1549	0.45	-8	-3	10	0
Cc1ccc(CN2CCN(/N=C\C=C\c3ccccc3)CC2)cc1	-2	0	-7	0.4	102	1609	0.21	0	0	-4	1
CN(Cc1ccno1)Cc1cn(Cc2ccccc2)nc1-c1ccc2c(c1)OCO2	4	14	7	0.4	104	1440	-0.47	-1	1	5	-10
O=S(=O)(NCc1ccc2c(c1)OCO2)c1cccc(S(=O)(=O)N2CCOCC2)c1	-7	-28	-6	2.5	105	1463	-0.27	-18	-2	-2	-3
Brc1cccc(OCCn2ccnc2)c1	-3	nt	2	-0.5	106	1344	1.3	-8	0	9	-6
CCCC(c1nnnn1C1CCCCC1)N1CCN(C2CCCC2)CC1 (configuration not stated)	4	-9	-1	0.7	98	1583	nt	-3	8	-6	1
CCc1sc(C(=O)NCc2ccccc2)cc1C	-6	-15	-1	-0.4	103	1589	-0.44	-1	-3	-3	0
NC(=O)c1cc(Cl)cn(-c2ccccc2)c1=O	8	-6	-4	0.2	102	1556	nt	5	2	11	6
O=C(c1ccc(COCC(F)(F)F)o1)N1CCCC1	5	-9	0	0.8	97	1470	0.13	-3	10	-6	2
CNC(=O)c1oc(-c2ccccc2)nc1C	-2	-7	-1	1.8	99	1527	0.63	0	7	17	-2
Cc1c(Cl)cnc(NC(=O)COC(=O)Cc2coc3ccc4ccccc4c23)c1Cl	-1	-1	8	1.8	106	1657	-2.3	-1	-4	-1	1
CCOc1ccc(NC(=O)CCS(=O)(=O)c2ccc3c(c2)CCCN3C(C)=O)cc1	-2	9	1	1.1	103	1615	0.058	-2	0	-5	2
O=C(CSc1ccc(-c2nc3ccccc3[nH]2)cn1)Nc1ccc(S(=O)(=O)NC2CC2)cc1	3	-6	-3	0.0	105	1597	nt	1	-4	-16	3
O=C(COc1ccccc1[N+](=O)[O-])NCc1cccnc1	6	2	-3	1.0	121	1559	nt	1	-23	-7	3
Cc1c(C(=O)O)cccc1-c1ccc(/C=N/Nc2ccc(Br)cc2)o1	-5	13	-18	1.6	119	1486	1.7*	-5	-20	1	0
CCOc1ccc(NC(=O)c2ccc(N)cc2)cc1	2	-26	-6	0.7	98	1674	nt	3	2	-4	11
Cn1c(SCc2nc3ccccc3[nH]2)nnc1-c1cccs1	-8	-13	17	1.1	101	1452	nt	2	3	8	-10
COc1ccc(CNC(=O)C2COc3ccccc3O2)c(OC)c1 (configuration not stated)	8	0	-13	1.2	100	1576	nt	6	6	4	6
CCNC(=O)c1ccccc1-c1nc(-c2ccccc2Cl)no1	-3	14	-5	0.8	115	1704	nt	0	-12	4	10
N#CCC(=O)NCCCOC(=O)Nc1ccc(Cl)c(Cl)c1	-2	-37	-1	-1.1	103	1523	nt	0	0	0	3
Cn1nnnc1SCc1cn2cccnc2n1	3	-48	6	0.5	97	1570	nt	-5	7	11	1
CCN1CCN(c2cc(C)c3cc(NC(=S)N4CCN(c5ccccc5F)CC4)ccc3n2)CC1	8	-10	-8	-1.0	89	1511	0.29	2	14	-5	-7
Cc1ccccc1-n1c(C)nnc1SCC(=O)N1CCc2ccccc2C1	-5	6	6	-1.2	104	1526	nt	6	-3	3	6
Cc1ccc(C(=O)NCC(=O)Nc2ccccc2C(F)(F)F)cc1	-6	-14	2	0.2	105	1524	nt	-2	0	-4	-3
Cc1cc(Oc2ccccc2F)nc(NCc2ccccc2)n1	11	nt	17	-0.1	105	1624	nt	-4	-2	-6	7
CCc1ccc(NC(=O)CSc2nnc(-c3cccs3)n2CC)cc1	-2	nt	5	0.4	96	1466	-0.24	-4	6	-3	0
CC1CCCN(C(=O)CSCC(=O)N=c2sc3ccccc3n2C)C1 (configuration not stated)	6	nt	6	1.0	103	1646	-0.54	18	-2	6	10
Cc1ccc(-c2c(C#N)c(N)nc3c2CCCC3)o1	-6	2	3	1.6	100	1532	-0.0055	1	6	-1	7
CCN(CC)C(=O)CSc1nnc(NC(=O)CCc2ccccc2)s1	6	9	4	2.2	96	1587	nt	1	7	-10	5
CSc1ccc(/C=N\NC(=O)COc2ccc(Cl)cc2Br)cc1	1	nt	-4	-0.5	103	1465	nt	7	6	5	0
O=C(Nc1ccc(CN2CCCCC2)cc1)c1cccc(Br)c1	11	6	-3	0.8	105	1627	nt	6	-10	8	6
O=C(NC1CCCCCC1)c1ccc(N2CCCC2=O)cc1	-7	3	-30	-1.1	98	1498	nt	3	9	3	3
CC(C)CC(=O)Nc1ccc(C(=O)NNC(=O)C(c2ccccc2)c2ccccc2)cc1	-1	nt	1	1.3	112	1454	1.1	-12	-8	8	-5
Cc1c(NS(=O)(=O)c2ccc3nc(COc4ccccc4Cl)[nH]c3c2)c(=O)n(-c2ccccc2)n1C	-8	-4	-9	-0.7	105	1384	0.23	0	-1	9	0
COc1ccc(NC(=O)c2oc3ccc(S(=O)(=O)N4CCOCC4)cc3c2C)cc1	4	7	4	5.1	93	1636	0.36	3	14	0	4
CCCc1ccc(OCc2nc(-c3ccc(NC(=O)c4cccs4)cc3)no2)cc1	9	-6	-29	1.0	105	1467	1.1	0	-6	9	-3
Nc1nnc(SCC(=O)OCC(=O)Nc2ccc(Br)cc2)s1	4	-21	6	0.4	90	1521	nt	1	8	-18	-6
CCOC(=O)C1CCCN(C(=O)C2CC(=O)N(c3ccc(C)cc3)C2)C1 (configuration not stated)	0	-15	7	-0.1	111	1477	nt	6	-9	-4	5
O=C(CSc1nc(-c2cccs2)cc(C(F)(F)F)n1)NCc1ccco1	0	-68	5	2.8	98	1621	0.16	6	5	0	4
Cc1nc(CSc2nnc(Nc3cccc(C)c3C)s2)cs1	4	-11	1	0.9	99	1610	0.19	1	-1	-3	-1
COc1cccc(/C=C/C(=C2/C(=O)N(c3ccccc3)N=C2C)c2ccc(C)cc2)c1OC	2	4	6	3.6	100	1433	nt	1	2	-9	0
Cc1ccccc1C(=O)Oc1ccc(Br)cc1C(=S)N1CCCC1	-4	nt	7	9.8*	113	1269	nt	-2	-16	-1	0
Cc1ccc(S(=O)(=O)N2CCN(S(=O)(=O)c3ccccc3)C2)cc1	-3	nt	0	1.3	105	1471	-0.17	-1	2	-13	-9
COc1ccc(/C(O)=C2/C(=O)C(=O)N(CCCN(C)C)C2c2ccccc2)cc1Cl (configuration not stated)	-2	nt	-6	0.1	94	1448	0.17	8	9	-13	8
Cc1cccc(NC(=S)NC2CCCC2)c1	-5	-13	1	0.1	94	1483	0.62	0	7	15	0
C=CCn1c(SCC(=O)N2CC(=O)Nc3ccccc32)nc2scc(-c3ccccc3)c2c1=O	10	nt	-1	5.3	88	1584	nt	11	18	9	7
CCCCC(=O)Nc1ccc(C(=O)NNC(=S)NC(=O)c2cccs2)cc1	2	-9	-3	0.0	103	1377	nt	-1	2	-4	6
CC(C)CC(=O)Nc1ccc(-c2cn3ccsc3n2)cc1	6	-3	-4	1.1	65	1576	0.48	-6	46*	12	2
Cc1c(C(=O)Nc2ccccc2)sc2nc[nH]c(=O)c12	5	6	3	0.5	88	1411	nt	3	17	7	1
O=C(CSc1nc2ccccc2n1CC(=O)N1CCOCC1)N1CCCC1	0	nt	-3	1.4	96	1589	nt	-3	8	-6	5
COc1cc(/C=N/N2CCOCC2)ccc1OCc1ccccc1	0	-9	-19	0.8	102	1648	-0.99	-6	6	-7	-1
CC(C)[C@H](NC(=O)c1ccccc1)C(=O)OCC(=O)NCCc1ccc(F)cc1	0	0	-4	1.1	99	1437	-0.041	-1	4	-10	5
CCOC(=O)C(NC(=O)NCc1ccc(OC)cc1)(OCC)C(F)(F)F (configuration not stated)	-3	10	-3	-1.2	101	1413	-0.31	-4	1	5	-3
CC(CN1CCCC1)OC(=O)COc1ccccc1 (configuration not stated)	1	-3	-8	0.6	104	1253	-1.6	-7	-1	5	-3
CC1(N2CCOCC2)C(=O)c2ccccc2C1=O	7	8	2	1.0	99	1576	nt	1	2	8	4
Cc1ccc(NC(=O)C[n+]2ccn(C3=C([O-])c4ccccc4C3=O)c2)cc1	2	-6	7	3.5	98	1356	1.4	-4	3	-24	-7

# The list goes on.
structure	PPARg SRC-2 ag	S1P3 antag	STAT1 blocker	RAM inhibit	STAT3 act	TR-FRET SRC-2 ct	ROMK mod	PPARg SRC-3 ag	STAT3 inh	TLR4 MyD88 comp	PPARg SRC-1 ag
O=C(NCC1CCCO1)c1cccc(F)c1 (configuration not stated)	3	nt	-8	1.8	99	1393	nt	2	3	4	4
Cc1ccc(C2CCN(C(=S)NC(C)C)C2)cc1 (configuration not stated)	-5	21	-2	-0.2	89	1494	0.37	0	19	21	2
CC(NC(=O)OCc1ccccc1)C(=O)OCN1C(=O)c2ccccc2C1=O (configuration not stated)	2	nt	-3	2.6	105	1389	-0.02	1	-1	4	-1
N#Cc1c(SCC(N)=O)nc2c(c1-c1ccc(O)cc1)CCCC2	6	-4	9	2.3	107	1583	nt	4	-4	-3	2
O=C(COc1cccc(Br)c1)N/N=C1\CCCc2ccccc21	2	8	-6	1.9	100	1594	0.47	3	1	-7	12
O=C(O)CN1C(=O)SC(Nc2ccccc2C(=O)O)C1=O (configuration not stated)	5	nt	-1	-1.1	105	1630	-0.061	4	-6	-7	2
O=S(=O)(N/N=C\c1cn(-c2ccccc2)nc1-c1ccccc1)c1ccccc1	10	nt	-9	4.2	104	1534	1.8	3	3	-1	6
COc1ccc(-c2[nH]ncc2/C=C(\C#N)C(=O)NC2CC2)cc1	2	nt	-4	-0.5	103	1466	0.6	-13	-5	-2	4
COc1ccc(Cn2nnnc2C(c2cccs2)N2CCSCC2)cc1 (configuration not stated)	-4	25	12	-0.6	96	1459	-0.32	-2	9	14	4
CSC1=N/C(=C\c2cccnc2)C(=O)N1c1ccccc1	-5	-23	-3	-1.2	95	1261	nt	0	2	-3	-5
CCOC(=O)c1[nH]c(C)c(/C=N/O)c1C	7	26	-2	1.0	102	1420	1.4	-9	2	5	1
COc1ccc(CN2CCN(C(=O)CC(C)C)CC2)c2ccccc12	6	-17	1	0.3	106	1393	nt	-11	-4	5	5
